Akt phos inh = blocks phosphorylation of Akt; Neuro2A IGF-stimulated pAkt S473 HTRF, 20 min; hits give low values; activity change, % for hits at 50 µM; 360,000 compounds, 0.32% hits; AID 651550; in the data active = activity change below about -80%; inconclusive = mostly about -51% to -80%; also: % is scaled to controls: 0 for no effect and ±100 for the full control effect
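Neuro2A cells (4,500/well, DMEM with 0.5% FBS) were treated with compound at a single 50 µM final concentration, stimulated with 6 nM IGF for 20 min at 37 °C, and lysed. Phospho-Akt Ser473 was read by HTRF as 665/615 ratio ×10^4.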
EPAC2 agonist = agonists of human EPAC2 (RAPGEF4); Q8WZA2; EPAC2 activation, biochemical qHTS; response scale: 100% = 6.5 mM cAMP response; Potency, µM (titrated, usually from 154 µM), inactives show at the top dose activation, hits mostly activators; 360,000 compounds, 0.079% hits; also: potency is read from the fitted curve at half-maximal effect; nearly all actives have a fitted effect of over 50% in size
Target sequence (Q8WZA2 whole entry, looked up): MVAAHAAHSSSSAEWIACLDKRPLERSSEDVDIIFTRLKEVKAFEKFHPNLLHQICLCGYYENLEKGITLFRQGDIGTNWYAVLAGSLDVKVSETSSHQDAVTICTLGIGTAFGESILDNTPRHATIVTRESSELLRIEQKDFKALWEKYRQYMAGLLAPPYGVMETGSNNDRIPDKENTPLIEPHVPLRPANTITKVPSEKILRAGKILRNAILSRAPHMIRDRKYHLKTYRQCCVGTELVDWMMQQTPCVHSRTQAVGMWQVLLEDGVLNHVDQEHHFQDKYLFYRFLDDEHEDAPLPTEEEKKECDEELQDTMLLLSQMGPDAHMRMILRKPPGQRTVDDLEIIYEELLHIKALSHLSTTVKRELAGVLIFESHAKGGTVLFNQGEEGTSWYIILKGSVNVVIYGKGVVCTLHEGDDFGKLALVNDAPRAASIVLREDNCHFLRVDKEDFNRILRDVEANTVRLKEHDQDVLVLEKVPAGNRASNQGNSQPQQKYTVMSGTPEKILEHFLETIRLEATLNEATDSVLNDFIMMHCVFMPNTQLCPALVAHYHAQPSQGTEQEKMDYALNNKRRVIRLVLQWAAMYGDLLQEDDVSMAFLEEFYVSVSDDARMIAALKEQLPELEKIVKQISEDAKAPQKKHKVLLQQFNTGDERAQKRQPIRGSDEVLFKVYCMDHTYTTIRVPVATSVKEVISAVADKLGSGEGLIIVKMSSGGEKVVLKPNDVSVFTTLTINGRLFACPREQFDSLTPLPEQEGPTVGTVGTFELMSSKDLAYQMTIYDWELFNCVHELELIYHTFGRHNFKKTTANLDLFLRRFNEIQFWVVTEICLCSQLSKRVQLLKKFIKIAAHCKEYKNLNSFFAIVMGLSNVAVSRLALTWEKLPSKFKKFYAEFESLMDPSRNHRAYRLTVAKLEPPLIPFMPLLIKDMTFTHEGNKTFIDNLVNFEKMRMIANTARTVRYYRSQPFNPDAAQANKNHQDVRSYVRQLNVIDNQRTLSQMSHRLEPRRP
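Guanine nucleotide exchange by EPAC2 is measured as reduced fluorescence of BODIPY-GDP once it is released from 250 nM Rap1B. Plates are read kinetically for 30 min at room temperature; results are scaled to 6.5 mM cAMP.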
EPAC2 antagonist = blocks human EPAC2 exchange factor. EPAC2 GEF exchange of Rap1B-BODIPY-GDP, fluorescence. Potency, µM (top dose mostly 114 µM), inactives show at the top dose activity, negative = inhibition, usual class: inhibitors. 360,000 compounds, 0.18% hits. AID 720708; also: potency is read from the fitted curve at half-maximal effect; % is scaled to controls: 0 for no effect and ±100 for the full control effect; nearly all actives have a fitted effect of over 45% in size; many of its hits are not listed in these tables
A549 viability = kills or reduces viability of A549 cells in Nrf2 counter-screen; A549 ARE-Fluc cells, CellTiter-Fluor viability, 18-24 h; AID 504648; Potency, µM (titrated, usually from 46 µM), for the others: at the top dose activity change, negative = cytotoxicity, usual class: inhibitors; 390,000 compounds, 0.16% hits; also: potency is read from the fitted curve at half-maximal effect; % is scaled to controls: 0 for no effect and ±100 for the full control effect
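Cytotoxicity counterscreen: CellTiter-Fluor fluorescence was measured in A549 ARE_Fluc cells after 18-24 h of compound exposure in a concentration series. The subsequent BugLite luminescent read reports ARE-luciferase activity.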
CCT chaperon mod = modulators of cytosolic chaperonin (CCT/TRiC) activity | 360,000 compounds, 0.3% hits | activity change, % (concentration not given with the values), hits read low | purified chaperonin ATPase assay, HTRF ADP detection, 30 min | AID 651819; in the data active = activity change below about -30%; also: % is scaled to controls: 0 for no effect and ±100 for the full control effect
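Enzyme 40 or 20 nM (batch-dependent) in Tris pH 7.4/KCl/MgCl2/DTT; cpd 76 uM single point; ATP 10 uM; 30 min 37 °C; Transcreener ADP HTRF detection, 30 min RT; ratio 665/615.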
Nrf2 ARE act = Nrf2 pathway activation; AREc32 ARE-luciferase reporter (MCF7-derived line), luminescence, 24 h; Potency, µM (series often up to 46.1 µM), for the others: at the highest dose activation, hits mostly activators; 410,000 compounds, 0.31% hits; also: potency is read from the fitted curve at half-maximal effect; % of control where 0% means no effect; nearly all actives have a fitted effect of over 65% in size
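AREc32 cells carrying an ARE-driven firefly luciferase, 1000 cells/well in OPTI-MEM with 5% FBS, dosed after overnight attachment and incubated 24 hr at 37 deg C. Steady-Glo luminescence read after 30 min at RT.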
Nrf2 block = Nrf2 pathway inhibition. Potency, µM (series often up to 46 µM), for the others: top-dose activity change, negative = inhibition, hits mostly inhibitors. A549 ARE-Fluc reporter, luciferase luminescence, 18-24 h. 360,000 compounds, 2.1% hits. AID 504444; also: potency is read from the fitted curve at half-maximal effect; % is scaled to controls: 0 for no effect and ±100 for the full control effect; nearly all actives have a fitted effect of over 60% in size
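Two sequential reads on A549 ARE_Fluc cells exposed to compound for 18-24 h: a CellTiter-Fluor fluorescence read for viability, then a luciferase luminescence read for Nrf2/ARE activity.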
Mm-Cpn inhibitor = blocks the Methanococcus maripaludis chaperonin Mm-Cpn. purified Mm-Cpn ATPase, ADP Transcreener TR-FRET. Potency, µM (highest dose often 76.9 µM), for the others: at the top dose activity, negative = inhibition, hits mostly inhibitors. 330,000 compounds, 0.031% hits. AID 504842; also: potency is read from the fitted curve at half-maximal effect; % is scaled to controls: 0 for no effect and ±100 for the full control effect; nearly all actives have a fitted effect of over 80% in size
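Eu-cryptate anti-ADP/ADP-d2 competition gives a ratio inversely related to ADP. Enzyme at 25 nM was pre-exposed to compound for 10 min, then given 10 uM ATP for 30 min, 37°C throughout.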
TGFb inhibitor = blocks TGF-b signaling; HepG2 CAGA-GFP TGF-b/SMAD3 reporter, GFP fluorescence, 18 h; TGF-beta stimulated, 500 pg/mL final; Potency, µM (top dose mostly 46.1 µM), without a hit: at the top dose activity, negative = inhibition, actives largely listed as inhibitors; 410,000 compounds, 1.2% hits; also: potency is read from the fitted curve at half-maximal effect; % is scaled to controls: 0 for no effect and ±100 for the full control effect; nearly all actives have a fitted effect of over 65% in size
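HEPG2 CAGA-GFP, 1000 cells/well; 2 h settle, 37 C; cpd via pin tool; TGF-b 500 pg/mL final; 18 h, 37 C; GFP imaging ex488/em500-530; %Activity normalised to -TGF-b and +DMSO controls; CRC fit, curve class.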
* hit, by the source's call; i = inactive; ? = inconclusive; · = not tested or not shown; & = joins results of further samples; [ ] = another dose, or the depositor's remark. Unless noted, calls follow the shape of the dose curve; as a rule, active = well fitted curve in the direction sought with a large enough effect; inconclusive = small, poorly fitted or top-dose-only effect, or another doubt; inactive = no such curve, though single readings can be large; an effect the other way counts as inactive or inconclusive. A portion of the library. The share of hits here may be higher or lower than overall.

Each structure is followed by: Akt phos inh	EPAC2 agonist	EPAC2 antagonist	A549 viability	CCT chaperon mod	Nrf2 ARE act	Nrf2 block	Mm-Cpn inhibitor	TGFb inhibitor
#1 Cc1ccc(S(=O)(=O)N2[C@@H](c3ccc(F)cc3)C(C(=O)O)=CC[C@H]2c2ccc3c(c2)OCO3)cc1
→ i	7%	5%	-4%	-1.8	-0.2%	-25%	1%	2%
#2 Cc1c(Br)c(C(F)(F)F)nn1CC(=O)N(C)C1CCCCC1
→ i	-4%	-2%	-5%	0.6	0.4%	-5%	0%	-12%
#3 CCC(=O)Nc1ccc(Cl)c(NC(=O)c2ccc([N+](=O)[O-])cc2)c1
→ i	-7%	0%	-1%	0.1	-0.4%	-5%	2%	0%
#4 C=CCn1c(SCC(=O)NNC(=O)Nc2ccc(C)cc2)nnc1-c1ccccc1
→ i	10%	-4%	1%	-1.1	-0.1%	-10%	1%	4%
#5 O=C(O)c1ccc(NC(=S)NC(=O)c2ccc3ccccc3c2)cc1
→ i	7%	-4%	1%	-0.2	2.7%	?	2%	-2%
#6 CS(=O)(=O)c1ccc2nc(NC(=O)CCNC(=O)c3ccccc3Cl)sc2c1
→ i	-7%	4%	-2%	-4.1	3.4%	-4%	?	-22%
#7 O=C(COc1ccccc1Cl)NNC(=O)c1ccc(-n2cncn2)c([N+](=O)[O-])c1
→ i	0%	4%	0%	2.0	-0.1%	9%	0%	3%
#8 CCOC(=O)c1sc2nc(NC(=O)COc3ccccc3)sc2c1C
→ i	4%	2%	5%	-1.6	-0.5%	18%	-1%	1%
#9 CC(C)Cc1nc(N2CCC(C(N)=O)CC2)c2nnn(Cc3ccccc3)c2n1
→ i	3%	2%	4%	-6.5	-0.2%	9%	0%	3%
#10 CCOC(=O)N1CCN(c2c(-c3ccc(C(C)C)cc3)c(=O)c2=O)CC1
→ i	10%	-2%	-1%	1.3	-0.1%	7%	-2%	-23%
#11 COC(=O)/C(C#N)=C/c1c(N2CCN(Cc3ccc4c(c3)OCO4)CC2)nc2c(C)cccn2c1=O
→ i	9%	-3%	0%	-2.8	0.3%	4%	0%	4%
#12 O=C1C2CCCN2C(c2cccc(Br)c2)N1c1ccc(F)cc1 (stereo not given)
→ i	8%	-15%	-9%	-0.2	-0.8%	13%	-4%	1%
#13 CC1(C(=O)NS(=O)(=O)c2ccc(C#N)cc2)CCN1C(=O)c1cccc2ccccc12 (stereo not given)
→ i	4%	-1%	·	1.6	-0.8%	·	·	21%
#14 Cn1cnc([N+](=O)[O-])c1C(=O)Nc1cccc([N+](=O)[O-])c1
→ i	-7%	0%	0%	-1.1	-0.6%	11%	-3%	9%
#15 Cc1noc(C)c1CSCC(=O)Nc1nc2ccccc2s1
→ i	0%	-4%	-4%	0.1	6.4%	-13%	1%	0%
#16 CCc1ccccc1NC(=S)N(CCN1CCOCC1)Cc1ccccc1F
→ i	8%	-3%	3%	-2.4	1.3%	-16%	2%	-16%
#17 N#Cc1ccccc1OCC(=O)N(Cc1nnc(-c2ccccc2Cl)o1)C1CC1
→ i	1%	15%	-14%	-0.4	3.6%	?	0%	18%
#18 O=C1CN(C(=O)CNC(=O)c2cccc(Cl)c2)c2ccccc2N1
→ i	-2%	11%	-4%	0.4	0.5%	12%	?	-11%
#19 COc1cccc(NC(=O)CCNS(=O)(=O)c2ccc3c(c2)oc(=O)n3C)c1
→ i	-2%	-10%	11%&0%	-0.5	-0.6%&0.2%	28%&-12%	2%	-3%&2%
#20 O=C(Nc1ccccc1)C(c1ccccc1)C1CCCC1 (stereo not given)
→ i	12%	?	6%	-2.0	2.6%	29%	2%	?
#21 CCN(CC)S(=O)(=O)c1ccc(C(=O)Nc2nnc(CSC)o2)cc1
→ i	7%	0%	1%	-4.4	-0.7%	5%	-4%	3%
#22 CCOC(=O)c1c(-c2ccc(C)cc2)csc1NC(=O)c1ccc(C(C)(C)C)cc1
→ ·	·	·	3%	·	-0.9%	4%	·	-7%
#23 Cc1ccc(SCC(=O)OC(C)C(=O)NCc2ccccc2)cc1 (stereo not given)
→ i	8%	3%	0%	0.0	-0.2%	?	3%	?
#24 CC1(C)NC(=O)NC2(C)NC(=O)NC(C)(C)C12 (stereo not given)
→ i	5%	-4%	-2%	-3.2	0.1%	-8%	0%	-5%
#25 CC1(C(=O)Nc2cccc3cccnc23)CCN1Cc1ccc(-c2ccccc2)o1 (stereo not given)
→ i	3%	-7%	·	0.6	22%	·	·	-23%
#26 O=C(Cc1ccccc1)NC1CCN(Cc2ccccc2)CC1
→ i	6%	4%	1%	1.3	-0.6%	-7%	2%	?
#27 Cn1c(=O)c(=O)n(C)c2cc(S(=O)(=O)N3CCN(Cc4ccccc4)CC3)ccc21
→ i	6%	7%	9%	-1.5	-0.5%	?	0%	6%
#28 CC(=O)N1CCN(S(=O)(=O)c2ccc(Cl)cc2F)CC1
→ i	7%	-4%	-9%	-7.4	-0.6%	-16%	1%	7%
#29 Cc1ccc(NC(=S)N2CCC(NC(=O)c3ccc(F)cc3)CC2)cc1
→ i	-2%	13%	0%	-0.7	2.0%	-16%	1%	-1%
#30 C=CCN1CCCC1CNC(=O)c1cc2[nH]nnc2cc1OC (stereo not given)
→ i	7%	-13%	1%	0.8	-0.8%	2%	3%	7%

Grouped by structure: those above with bromine
Each structure is followed by: Akt phos inh	EPAC2 agonist	EPAC2 antagonist	A549 viability	CCT chaperon mod	Nrf2 ARE act	Nrf2 block	Mm-Cpn inhibitor	TGFb inhibitor
#2 Cc1c(Br)c(C(F)(F)F)nn1CC(=O)N(C)C1CCCCC1
→ i	-4%	-2%	-5%	0.6	0.4%	-5%	0%	-12%
#12 O=C1C2CCCN2C(c2cccc(Br)c2)N1c1ccc(F)cc1 (stereo not given)
→ i	8%	-15%	-9%	-0.2	-0.8%	13%	-4%	1%

Next section:
Each structure is followed by: Akt phos inh	EPAC2 agonist	EPAC2 antagonist	A549 viability	CCT chaperon mod	Nrf2 ARE act	Nrf2 block	Mm-Cpn inhibitor	TGFb inhibitor
#31 CN(CC(=O)Nc1ccc(F)c(F)c1F)C(=O)c1ccc2c(c1)OCCO2
→ i	8%	-3%	-4%	-2.4	-0.5%	14%	-1%	-7%
#32 CC(O)(CS(=O)(=O)c1ccc(Br)cc1)c1ccccc1 (stereo not given)
→ i	1%	-3%	0%	-5.0	0.0%	5%	1%	1%
#33 O=c1cc(CN2CCCCC2)c2c(ccc3ccccc32)o1
→ i	12%	?	·	-2.0	1.3%	·	·	?
#34 O=C(Nc1nnc(-c2ccccc2Cl)s1)C1CCN(S(=O)(=O)c2ccc(Cl)cc2)CC1
→ i	7%	31%[activator]	1%	-0.1	16%	20%	1%	-2%
#35 COc1ccccc1-c1nc(SCC(=O)Nc2ccccc2)n[nH]1
→ i	-5%	-4%	7%	1.8	?	-4%	-3%	-17%
#36 CC1(c2ccccc2)CC(C)(C)N(C(=O)c2cc([N+](=O)[O-])cc([N+](=O)[O-])c2)c2ccccc21 (stereo not given)
→ i	11%	4%	9%	-4.2	0.4%	-16%	-3%	-22%
#37 C=CCN1C(=O)c2ccc(C(=O)N(C)CC(=O)Nc3c(C)cccc3C)cc2C1=O
→ i	10%	-2%	1%	-4.6	-0.7%	8%	3%	-4%
#38 COc1ccc(NC(=O)c2ccc(=O)oc2)cc1
→ i	7%	-3%	1%	-3.3	3.5%	-10%	4%	2%
#39 CCOC(=O)NC(c1cccc(Cl)c1)C1CCCCCC1=O (stereo not given)
→ i	3%	2%	-6%	-0.6	-0.4%	-10%	2%	-1%
#40 Cc1cc(C)c2c(=O)cc(C(=O)Nc3ccccc3Cl)oc2c1
→ ·	·	·	-9%	·	4.0%	-1%	·	-12%
#41 CCC(CC)C(=O)Nc1cccc(S(=O)(=O)c2cccc(NC(=O)C(CC)CC)c2)c1
→ ·	-13%	-5%	-19%	-0.7	-0.2%	-26%	0%	-6%
#42 COc1ccc(C(C(=O)NC2CCCC2)N(C(=O)c2snc(C(N)=O)c2N)C2CCCC2)cc1OC (stereo not given)
→ i	8%	2%	-3%	1.2	-0.4%	-7%	0%	17%
#43 Nc1ccc2c(c1)C(=O)c1cc(N)c(Cl)cc1-2
→ i	-1%	2%	?	-1.6	11%	?	·	0%
#44 CC1(C)Cc2c(cnn2-c2cccc(F)c2)C(NC(=O)c2ccc(=O)[nH]n2)C1 (stereo not given)
→ ·	1%	-6%	-6%	-1.9	-0.1%	?	-4%	-10%
#45 CCC(=O)Nc1ccc(NC(=O)c2oc3ccccc3c2C)cc1
→ i	-1%	1%	4%	-2.4	-1.0%	?	3%	7%
#46 CC(=O)Nc1ccc(C(=O)n2cnc3cc(C)c(C)cc32)cc1
→ i	-10%	2%	-2%	-0.1	-0.3%	0%	2%	24%
#47 CN1CCN(C(=O)CN2C(=O)CC(C)(C)S(=O)(=O)c3ccccc32)CC1
→ i	9%	1%	-2%	-3.2	1.3%	2%	-1%	-3%
#48 COc1ccc(NC(=O)CSc2nnc3n2CCCCC3)cc1S(=O)(=O)N1CCOCC1
→ i	7%	17%	0%	-1.7	-1.4%	0%	-1%	6%
#49 Cc1nc2sc3c(c2c(=O)n1/N=C/c1ccco1)CCCC3
→ i	-3%	-1%	0%	-8.2	0.1%	-5%	1%	-2%
#50 COc1ncnc2c1ncn2CCCN1CCN(Cc2cccc3ccccc23)CC1
→ i	-1%	1%	·	-3.2	-0.5%	·	·	0%
